# Compound activity deposited in PubChem BioAssay by several laboratories.
# NR2E3 ag-1 = NR2E3 (human) agonism | Q9Y5X4 | GST-NR2E3/biotin-RetCOR TR-FRET, 1536-well | actives 0.12% (n = 320,000) | AID 2300 | inhibition of corepressor binding, % at 4.78 µM;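 active = percent inhibition above the cutoff of mean plus 3 SD of all tested compounds, set per screening campaign, cut at about 20% in these data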;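 also: 0% = DMSO wells and 100% = biotin wells as full block of FRET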
# Target sequence (Q9Y5X4 whole entry, looked up): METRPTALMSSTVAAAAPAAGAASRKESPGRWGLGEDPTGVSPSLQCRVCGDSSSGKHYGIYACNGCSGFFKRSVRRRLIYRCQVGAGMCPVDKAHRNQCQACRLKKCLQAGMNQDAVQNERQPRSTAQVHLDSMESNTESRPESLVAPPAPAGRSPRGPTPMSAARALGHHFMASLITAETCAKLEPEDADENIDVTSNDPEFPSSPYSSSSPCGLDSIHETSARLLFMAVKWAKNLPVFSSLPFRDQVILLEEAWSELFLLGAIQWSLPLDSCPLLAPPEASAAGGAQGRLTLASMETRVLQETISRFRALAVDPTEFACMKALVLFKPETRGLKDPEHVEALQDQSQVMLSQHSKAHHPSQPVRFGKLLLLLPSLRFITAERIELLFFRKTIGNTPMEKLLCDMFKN
#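 System: GST-tagged NR2E3 plus biotinylated RetCOR corepressor; Buffer or medium: pH 7.5 Tris-based buffer; Probe or stimulus: RetCOR corepressor, biotinylated, 7 nM; Doses: compound at 4.8 µM, single dose; Schedule: 5 h incubation at 4 °C; Technique: time-resolved FRET; Evaluation: percent inhibition of TR-FRET ratio; Replication: one well per compound, singlicate testing.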
# Peg3 prom inh = reduces Peg3 promoter-driven luciferase expression in HeLa; HeLa PEG-Prom luciferase reporter, luminescence, overnight; inhibition, % at 20 µM; actives 1.7% (n = 360,000); AID 588405;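 active = inhibition of at least 50% at 20 µM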
# HIF-2a inh = inhibitors of HIF-2a. actives 0.72% (n = 360,000). inhibition, % at 18.8 µM. AID 624352. 786-0 RCC cells HIF-2a reporter, luciferase luminescence, overnight;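 active = inhibition of the luminescence signal of 40% or more relative to plate controls, in a single-dose primary screen at 18.75 µM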
# KKLEB tox = reduces viability of KKLEB cystic fibrosis airway cells. KKLEB CF airway cells viability, ATPlite luminescence, overnight; active compounds read low; cells stimulated with P. aeruginosa culture filtrate. activity change (cytotoxicity), % at 5 µM. actives 0.36% (n = 360,000);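 active = corrected activity change at or below -50% at 5 µM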
# CF NFkB block = cystic fibrosis NF-kB activation inhibition | KKLEB NF-kB-GFP reporter, PAF-induced, GFP fluorescence overnight | inhibition, % at 5 µM | actives 0.86% (n = 360,000) | AID 588850;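 active = at least 50% inhibition at 5 µM, scaled per plate between neutral and stimulator controls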;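 also: PAF is a Pseudomonas aeruginosa culture filtrate used as stimulus; plate controls were PAF-stimulated DMSO wells for no effect and unstimulated DMSO wells for full effect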
# MITF TRPM1 inh = reduces MITF-dependent TRPM1 promoter luciferase signal. SK-MEL-5 TRPM1 promoter luciferase, 24 h. inhibition, % at 12.5 µM. actives 0.83% (n = 330,000). AID 488899;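 active = mean inhibition across replicates of 60% or more, whatever share of single replicates reaches that level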; also: values of inactives mirror those of a sister screen read the other way
# Shn3 inh set2 = Schnurri-3 reporter inhibition in Clone20 osteoblasts | Clone20 osteoblast Shn3 3'UTR firefly luciferase, 24 h | inhibition, % at 12.5 µM | actives 0.52% (n = 360,000) | AID 588674;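 active = mean inhibition of at least 75% with every replicate also reaching 75%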;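 also: 0% = median of neutral control wells and 100% = pilot-screen positive control compound; some compounds past the cut are filed as inactive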
# EBV LMP1 NFkB = inhibitors of Epstein-Barr LMP1-induced NF-kappaB reporter | LMP1-induced NF-kappaB luciferase reporter cells, luminescence | inhibition, % at 12.5 µM | actives 0.69% (n = 350,000); in the data active = inhibition above about 41%;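 also: 0% = neutral control wells and 100% = reference inhibitor control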
# C8 TRAIL sens = caspase-8 TRAIL sensitization; inhibition (viability loss, TRAIL sensitization), % at 10 µM; actives 1% (n = 360,000); NB7+C8 cells + TRAIL, ATPlite viability luminescence;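 active = compounds causing at least 50% loss of cell viability in the single-dose screen, relative to plate controls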
# NR2E3 ag-2 = human photoreceptor-specific nuclear receptor agonism | CHO-S Gal4-NCOR/VP16-NR2E3 two-hybrid, luciferase | inhibition of corepressor binding, % at 3.98 µM | actives 0.35% (n = 360,000) | AID 602229;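 active = inhibition above the mean of all tested compounds plus 3 SD, cut at about 70% in these data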;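 also: 0% = DMSO with NR2E3 transfected cells and 100% = cells lacking NR2E3 construct; higher means lower luciferase signal from less NR2E3 corepressor binding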
# hiPSC survival = increases survival of single human iPS cells | survival enhancement, % at 20 µM | hiPSC single-cell survival, ATPlite luminescence; 100% = ROCK inhibitor wells, 0% = DMSO | AID 602274 | actives 0.044% (n = 360,000); in the data active = survival enhancement above about 18%;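 also: cells exposed to compounds for 16 hours before the ATP read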
# An asterisk follows results filed as active; / = no result given.
structure,NR2E3 ag-1,Peg3 prom inh,HIF-2a inh,KKLEB tox,CF NFkB block,MITF TRPM1 inh,Shn3 inh set2,EBV LMP1 NFkB,C8 TRAIL sens,NR2E3 ag-2,hiPSC survival
COc1ccc(C2C(C(=O)Nc3cccnc3)=C(C)Nc3nc(-c4ccco4)nn32)cc1 (stereo unspecified),-3,-1,16,-3,-3,6,-26,-1,4,-11,-0.5
CCOC(=O)Nc1sc2nc(C)cc(C)c2c1-n1cccc1,1,21,15,-14,7,-6,10,-6,9,2,3.7
Cc1ccc(OCCNC(=O)CCNS(=O)(=O)c2ccc(C)cc2)cc1,-6,-1,-1,4,-7,1,-17,8,-2,6,0.2
CN1CCN(C(=O)CCc2nnc3ccc(N4CCC5(CC4)OCCO5)nn23)CC1,5,-9,5,3,12,0,-14,3,-8,-32,-0.3
CC(=O)Oc1cccc(N2C(=O)C3CC=C(Cl)CC3C2=O)c1 (stereo unspecified),-1,-4,13,15,-4,3,2,-12,-6,-9,-0.6
CCOC(=O)CNC(=O)C1CCC(CNS(=O)(=O)c2cccc3nsnc23)CC1 (stereo unspecified),1,12,-2,-2,14,-10,5,3,-1,11,-0.5
COc1ccc(C(c2sc3ncnn3c2O)N2CCN(c3ccccc3F)CC2)cc1OC (stereo unspecified),2,-51,-65,10,6,-4,-22,-2,0,-59,0.1
COc1ccc(OC)c(N2C(N)=NC(N)=NC23CCCC3)c1,0,6,6,-5,-9,3,-14,1,2,-21,0.8
Cc1ccc(C(=O)COC(=O)C(C)N2C(=O)C3C4CCC(C4)C3C2=O)cc1 (stereo unspecified),1,-3,5,5,3,-3,-1,2,-5,33,0.3
COC(=O)c1cc2sccc2n1CC(=O)Nc1ccc(OC)c(OC)c1OC,0,5,15,2,-28,3,6,-2,-16,2,6.8
CC(=O)N1CCN=C1SCc1ccc(C(F)(F)F)cc1,2,-18,-23,-7,3,-12,-39,-3,1,4,0.8
CC1CCN(C(=O)c2ccc(CSc3nc4ccncc4n3Cc3ccc(F)cc3)cc2)CC1,-1,-14,-39,0,11,/,56,1,9,-8,-0.3
Fc1ccccc1N1CCN(c2cnc3ccccc3n2)CC1,-2,-250,-159,-3,1,-57,-52,-26,20,-115,-1.8
O=C(Cc1ccc(Cl)cc1)Nc1ccc2oc(-c3ccncc3)nc2c1,-48,16,-27,-17,18,-8,7,-12,17,-11,-1.2
C[C@H]1CCCCO[C@H](CN(C)Cc2ccncc2)[C@@H](C)CN([C@@H](C)CO)C(=O)c2cc(NS(=O)(=O)c3ccccc3)ccc2O1,/,-1,9,9,-13,/,7,7,4,-11,3.7
Cc1ccc(NC(=S)NCc2ccco2)c(C)c1,7,8,-14,-5,10,4,-12,0,10,3,-0.6
O=C(Nc1cc(S(=O)(=O)N2CCCCC2)ccc1N1CCCCC1)C1CC1,2,20,30,6,12,5,-7,-3,-12,0,-0.6
CNS(=O)(=O)c1cccc(C(=O)OCC(=O)Nc2ccccc2F)c1,-1,-2,5,-9,-1,18,2,-1,-2,37,-1.3
COc1cc(NC(=S)N2CCCCC2C)c(OC)cc1Cl (stereo unspecified),4,-6,-34,-1,-6,-9,-1,-5,-1,-14,-1.2
CCc1cc2c(=O)c(-c3cnn(-c4ccccc4)c3)c(C)oc2cc1OCC(=O)Nc1ccc(F)c(F)c1,-1,4,13,-38,31,3,7,-3,52*,-34,0.3
CC(=O)c1sc2nc(=O)c(C)nn2c1C,-2,1,-2,5,-4,1,-74,3,-10,-9,-0.7
Cc1c(CCC(=O)N[C@@H](CCCNC(N)=O)C(=O)O)c(=O)oc2cc3oc4c(c3cc12)CCCC4,2,-74,67*,5,-1,23,23,8,-12,-44,0.2
CCOc1ccc(CCNC(=O)CN(C)S(=O)(=O)c2cccs2)cc1OCC,4,10,14,-16,7,5,26,3,-8,-9,-0.5
C=CCOC(=O)C1=C[C@H](c2ccc(C(F)(F)F)cc2)C[C@H](OCCCCO)O1,7,12,5,1,7,-6,18,5,-4,9,-3.9
Cc1cccc(NC(=O)C2CCN(S(=O)(=O)c3ccc4c(c3)OCCCO4)CC2)n1,3,-5,-22,-18,9,16,21,19,10,-10,-0.5
CC(C)N(Cc1nc(-c2ccc(Cl)cc2)no1)Cc1nccn1C,2,8,0,10,-10,17,12,-2,6,-6,-1.2
CC(C)CN1C(=O)C(=O)N(CC(=O)N(C)CC(=O)Nc2ccc(Cl)c(C(F)(F)F)c2)C1=O,-1,-8,7,3,-2,-4,6,0,6,26,-0.2
O=C1OC(/C=C/c2ccc(Cl)cc2)=NC/1=C/c1ccco1,0,4,11,-16,3,8,5,1,18,-30,-1.1
Cc1cc(-c2ccco2)n(CC(=O)NCCCc2ccccc2)n1,0,4,5,3,14,/,-10,6,-6,-12,0.9
COCCn1c(SCC(=O)N2CCCCCC2)nc2c(c1=O)SCC2,0,9,0,-9,8,-2,-6,-7,-15,-18,0.6

# Part of the list above, with two lines to a compound:
# Value order: NR2E3 ag-1	Peg3 prom inh	HIF-2a inh	KKLEB tox	CF NFkB block	MITF TRPM1 inh	Shn3 inh set2	EBV LMP1 NFkB	C8 TRAIL sens	NR2E3 ag-2	hiPSC survival
CC(=O)N1CCN=C1SCc1ccc(C(F)(F)F)cc1
    2	-18	-23	-7	3	-12	-39	-3	1	4	0.8
COCCn1c(SCC(=O)N2CCCCCC2)nc2c(c1=O)SCC2
    0	9	0	-9	8	-2	-6	-7	-15	-18	0.6

# The list continues:
structure,NR2E3 ag-1,Peg3 prom inh,HIF-2a inh,KKLEB tox,CF NFkB block,MITF TRPM1 inh,Shn3 inh set2,EBV LMP1 NFkB,C8 TRAIL sens,NR2E3 ag-2,hiPSC survival
NC(=O)c1nnsc1Sc1c(C(N)=O)nnn1-c1cccc(N)c1,2,9,24,-5,24,3,-14,-14,-9,-7,2.3
CC(C)c1nc(SCC(=O)N2CCOCC2)c2c(=O)n(C)c(=O)n(C)c2n1,-1,7,8,6,-24,5,14,-1,-3,-30,-1.1
CC1(c2ccccc2Cl)NC(=O)N(CC(=O)c2ccc3c(c2)OCO3)C1=O (stereo unspecified),-1,6,1,10,-27,4,-7,3,-14,2,0.5
COc1ccc(CCCc2nnc(SCC(=O)Nc3ncc(C)s3)o2)cc1,-3,-2,-20,-14,14,13,-1,5,-9,-14,3.2
C#CCOCCOCCOCCNc1nc(N2CCN(C(=O)Cn3cc(CCCCN)nn3)CC2)nc(N2CCN(C(=O)[C@H](CCCCN)n3cc(CCC(=O)O)nn3)CC2)n1,2,-10,7,-4,8,2,-8,-3,-26,6,1.9
COc1cccc(COCC(O)Cn2cnc3cc(C)c(C)cc32)c1 (stereo unspecified),2,7,18,-14,10,-9,14,11,19,5,-0.2
Nc1ccc(-c2c3ccc(=O)cc-3oc3cc(O)ccc23)c(C(=O)O)c1,-2,13,13,4,-27,-5,4,-6,10,18,8.6
CCC1(C)Cc2ccccc2-c2c1c(=O)n(Cc1ccccc1)c1nnnn21 (stereo unspecified),0,10,14,-27,30,10,11,2,-7,-9,-1.3
CC(C)[C@H](NC(=O)N1CCn2c1nc1ccccc12)C(=O)N[C@H](C(=O)O)c1ccccc1,-3,8,0,-7,4,-1,1,-2,-4,-18,1.7
Cc1cc(-c2nnc(SCC(=O)Nc3ccccc3C(F)(F)F)o2)c(C)n1-c1ccccc1,-1,-27,12,11,-15,-7,/,15,3,50,1.7
Cc1cc(Nc2ccccc2O)c2ccccc2n1,-2,16,6,-4,-17,-7,15,3,3,-38,0.3
O=C(c1ccccc1)N(C1=NCCCCS1)c1ccccc1,2,10,24,0,-5,-5,18,-12,3,5,-1.4
CCCCNC(=O)C1(C)CCC(=O)N1C1CC1 (stereo unspecified),/,-5,0,-3,-23,/,-4,/,9,9,0.8
CN1CCCCC1(C)C(=O)NCc1cc(Cl)ccc1F (stereo unspecified),/,3,10,10,-11,/,4,/,-12,-13,-2.3
O=C(c1ccc(COc2ccc(Cl)cc2)cc1)N1CCCCC1,0,-200,-201,-4,-12,-7,-62,6,11,-72,2.5
CC1CCCCN1C(=O)COC(=O)c1cc([N+](=O)[O-])ccc1N (stereo unspecified),-2,-93,-110,-5,4,-54,-17,-17,2,3,-0.5
COc1ccc(C2=NNC(=O)CC2)cc1,1,-12,21,5,6,10,7,5,0,21,-1.4
COc1ccc(-n2c(C)c3c(OC)cccc(=O)c3c2C)cc1,4,-2,8,6,29,1,18,30,3,-25,2.7
O=C(COC(=O)Cn1cnc2ccccc21)NCCc1ccc(Cl)cc1,0,7,10,-3,2,12,6,0,1,0,-0.3
Cc1ccccc1NC(=O)Cn1c(NCC(C)O)nc2ccccc21 (stereo unspecified),-3,11,17,11,-20,6,7,0,-6,16,2.1

# Among those listed so far, these have an aryl thioether with sulfur outside any ring.
structure,NR2E3 ag-1,Peg3 prom inh,HIF-2a inh,KKLEB tox,CF NFkB block,MITF TRPM1 inh,Shn3 inh set2,EBV LMP1 NFkB,C8 TRAIL sens,NR2E3 ag-2,hiPSC survival
CC1CCN(C(=O)c2ccc(CSc3nc4ccncc4n3Cc3ccc(F)cc3)cc2)CC1,-1,-14,-39,0,11,/,56,1,9,-8,-0.3
COCCn1c(SCC(=O)N2CCCCCC2)nc2c(c1=O)SCC2,0,9,0,-9,8,-2,-6,-7,-15,-18,0.6
NC(=O)c1nnsc1Sc1c(C(N)=O)nnn1-c1cccc(N)c1,2,9,24,-5,24,3,-14,-14,-9,-7,2.3
CC(C)c1nc(SCC(=O)N2CCOCC2)c2c(=O)n(C)c(=O)n(C)c2n1,-1,7,8,6,-24,5,14,-1,-3,-30,-1.1
COc1ccc(CCCc2nnc(SCC(=O)Nc3ncc(C)s3)o2)cc1,-3,-2,-20,-14,14,13,-1,5,-9,-14,3.2
Cc1cc(-c2nnc(SCC(=O)Nc3ccccc3C(F)(F)F)o2)c(C)n1-c1ccccc1,-1,-27,12,11,-15,-7,/,15,3,50,1.7

# The list is partial; rates above refer to the full screens.
